ARNT-TACC3 inh: disruptors of ARNT/TACC3 protein interaction, primary screen, biochemical, AlphaScreen, single concentration. AlphaScreen His-ARNT PAS-B/GST-TACC3 binding, luminescence; TACC3 fragment carries E629A point mutation. actives 0.66% (n = 390,000). Transforming acidic coiled-coil-containing protein 3 (Homo sapiens), Q9Y6A5. inhibition, % at 9.99 µM. AID 623870, 2012;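 active = mean inhibition of replicates at least 50% and at least half of replicates each reaching 50%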;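 note: 0% = complete ARNT plus TACC3 wells and 100% = ARNT alone without TACC3; many hits fall short of the cut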
Active calls of the source: *. Only part of the results is shown; count on the stated rates, not on these rows.

ARNT-TACC3 inh,compound
12,COc1ccc(OCC(=O)N2N=C(C(F)F)CC2(O)C(F)F)cc1 (stereo not drawn)
-4,Cc1ccnc(NS(=O)(=O)c2ccc(NC(=O)c3ccc(S(=O)(=O)N4CC(C)OC(C)C4)cc3)cc2)n1 (stereo not drawn)
23,CCCOc1ccc(CN(CCC#N)C(=S)NC(=O)c2ccccc2)cc1
-12,CC1CCc2cc(F)ccc2N1S(=O)(=O)c1ccc(Cl)nc1 (stereo not drawn)
0,CCOc1ccc(CNC(=O)c2ccc(Sc3ccc(C)cc3)c(NC(C)=O)c2)cc1
-3,CCCCC1CCC(C(=O)Nc2ccccc2)CC1 (stereo not drawn)
3,COc1ccc(/C=N/NC(=O)c2ccccc2O)cc1CSc1ccccn1
5,C/C(=N\N=C\c1ccc(N(C)C)cc1)c1cccc([N+](=O)[O-])c1
1,CCNC(=S)SCCOc1ccc(C)cc1
-2,Cc1cc(C)cc(-n2c(C)cc(C(=S)N3CCOCC3)c2C)c1
-1,COc1cc(/C=N/c2oc(-c3ccccc3)cc2C#N)ccc1O
-7,O=C(c1ccccc1)N1CCN(CC(O)COC2CCCCC2)CC1 (stereo not drawn)
-2,Cn1cc(CNC(=O)c2cc(-c3ccccc3)nc3ccc(Br)cc23)cn1
-21,Cc1ccccc1NC(=O)C1C2/C=C\CCCCC21 (stereo not drawn)
-6,NCCOc1cnn(-c2ccccc2Cl)c(=O)c1Cl
-1,COc1ccc(S(=O)(=O)Nc2ccc(C)cc2)cc1N(C)S(=O)(=O)c1ccc(Cl)cc1
-5,COc1cccc(/C=N/n2c(-c3ccco3)nc3ccccc3c2=O)c1OC
-10,Cc1sc2ncnc(N[C@@H](Cc3c[nH]c4ccccc34)C(=O)O)c2c1C
-2,Cc1cc(NC(=O)/C(C#N)=C/c2ccc(-c3cccc(C(F)(F)F)c3)o2)n(-c2ccccc2)n1
-5,Cc1ccc(NC(=O)C(=O)NCCOc2ccc(Cl)cc2)c(C)c1
2,Cc1ccccc1NC(=S)NCc1ccccc1
-10,CCOc1ccc(N(C(C)C(=O)N/N=C(\C)C(C)(C)C)S(C)(=O)=O)cc1 (stereo not drawn)
-10,COc1ccc(OC)c(CN(CCN2CCOCC2)C(=O)Nc2cccc(Cl)c2)c1
4,COC(=O)c1c(NC(=O)C2CCC2)sc(C(=O)N(C)C)c1C
-6,CCC(CC)C(=O)Nc1cc([N+](=O)[O-])ccc1F
12,Cc1nn(CC(=O)N(C)Cc2ccc(F)cc2)c(C)c1[N+](=O)[O-]
1,COC(=O)c1ccc(N2CCC(C)CC2)c(N)c1
5,COc1ccc(CN(C(=O)c2nsc(Cl)c2Cl)C(C(=O)NC2CCCCC2)c2ccc(OC)cc2)cc1 (stereo not drawn)
-20,O=S(=O)(Nc1ccc(N=Nc2ccccc2)cc1)c1ccccc1
-7,Clc1cccc(CSC2=NCCCN2)c1
-7,Cc1ccc(S(=O)(=O)c2nc(Nc3nccs3)sc2Cl)cc1
-4,COC(=O)c1cccc(NC(=O)CSc2nnc(C)n2Cc2ccccc2)c1
-2,C/C(=N\Nc1ccc([N+](=O)[O-])cc1)c1ccc2c(c1)OCO2
-5,Cn1c(N)c(C(=O)COC(=O)CNS(=O)(=O)c2cccc(Cl)c2)c(=O)n(C)c1=O
-2,O=C(CNC(c1ccccc1)c1ccccc1)Nc1ccc(F)cc1
22,COc1cccc2c1OCC/C2=N\NC(=O)COc1ccccc1C
-7,CCOc1ccc(/C(CC)=N/NC(=O)C2(C)CC2(Br)Br)cc1 (stereo not drawn)
-1,C=CCOc1ccc2ccccc2c1CNCCCN1CCOCC1
-4,O=C(O)c1ccc(CSc2nc(-c3ccccc3)cc(C(F)(F)F)n2)cc1
26,COc1ccc(-c2cc(C(F)(F)F)c3c(n2)sc2c(O)cc(=O)[nH]c23)c(OC)c1
0,Cc1ccc(NC(=O)[C@@H]2CCCN2S(=O)(=O)c2ccccc2C(F)(F)F)cc1S(=O)(=O)N1CCOCC1
-20,Cc1ccc(OC(=O)c2cccc(S(=O)(=O)N3CCCC3)c2)c(-n2nc3ccccc3n2)c1
-4,N#Cc1c(-c2ccccc2)c(C#N)c2nc3ccccc3n2c1N
-12,CCC(C)(C)n1nnnc1C(c1cc2ccc(OC)cc2[nH]c1=O)N1CCN(C2CCCCC2)CC1 (stereo not drawn)
-3,CC1CCN(C2=NC(=O)/C(=C/c3cn[nH]c3-c3ccccc3)S2)CC1
-9,Cc1nn(CC(=O)Nc2ccc(Cl)c(S(=O)(=O)N(C)C)c2)c(C)c1[N+](=O)[O-]
0,CN(C)/C(=N\OC(=O)c1ccccc1)c1nonc1N
-12,CCCN1C2CCCC1CC(NC(=O)c1ccccc1OCC)C2 (stereo not drawn)
-7,CC(C)c1ccc(C2CC(c3ccc(Br)cc3)=NN2C(N)=S)cc1 (stereo not drawn)
2,COc1ccc2nc(C)cc(SCC(=O)N/N=C/c3ccc(O)cc3O)c2c1
1,COc1ccc(N2CCN(c3c(S(=O)(=O)c4ccccc4)cnc4ccc(OC)cc34)CC2)cc1
-4,Cc1nc(NC(=O)/C=C/c2ccc(F)cc2)sc1C(=O)N(C)C
-8,CCc1ccc2[nH]c3nc(C)cc(C)c3c(=O)c2c1
4,Cc1[nH]c2ccc3ncccc3c2c1C
-6,CC(CCc1ccccc1)NC(=O)N1CCOCC1 (stereo not drawn)
11,N#C/C(=C\c1ccc(OC(=O)c2ccccn2)cc1)C(N)=O
-1,C=CCn1c(SCC(=O)c2[nH]c(C)c(C(=O)OCC)c2C)nc2scc(-c3ccc(OC)c(OC)c3)c2c1=O
-13,Cc1cccc(OCc2nnc(SCC(=O)Nc3cccc(C(=O)N4CCOCC4)c3)n2C)c1C
3,COC(=O)/C=C1/N/C(=N\c2nc(C)cc(C)n2)N(c2ccc(Cl)cc2)C1=O
-4,COc1ccc(/C(N)=N/OC(=O)C2CCC(=O)N2S(=O)(=O)c2ccc(C)cc2)cc1OC (stereo not drawn)

Other records.
ARNT-TACC3 inh,compound
-9,Cc1cc(C)cc(NC(=S)N2CCN(CCO)CC2)c1
-24,Cc1cccc(-c2nc3ccccc3c3nncn23)c1
13,O=C(CC1Nc2cccc3cccc(c23)NC1=O)Nc1ccccc1 (stereo not drawn)
3,Nc1cc2c(cc1C(=O)c1cccc(Br)c1)OCCO2
-2,Cc1cccc(N2CCN(CC(O)COCc3cccs3)CC2)c1C (stereo not drawn)
1,O=C(N/N=C/c1cc2cc3c(cc2nc1Cl)OCCO3)c1ccccc1O
-1,COc1ccc(CCN2CN(S(=O)(=O)c3ccc(C)cc3)c3nc4ccccc4nc32)cc1OC
-18,COCc1cc(C)nc(OCC(=O)N/N=C/c2ccco2)c1C#N
-5,CC(C)c1ccc(S(=O)(=O)c2cc3cc(Br)ccc3oc2=O)cc1
-12,O=Cc1ccccc1OS(=O)(=O)c1ccccc1
1,CCn1c(=O)c([N+](=O)[O-])c(Cl)c2ccccc21
-5,CCCCCC(=O)c1c(C)[nH]c(C(=O)OCC)c1C
-10,Cc1ccc(-c2nsc(SCC(=O)Nc3ccc4c(c3)OCO4)n2)cc1
3,Cc1cc(C(=O)CSc2nc3ccccc3[nH]2)c(C)n1C
9,CC(C)NC(=S)N/N=C/C1=CCC2CC1C2(C)C (stereo not drawn)
1,CC(C)(C)CC(C)(C)NC(=S)Nc1ccc(S(=O)(=O)N2CCOCC2)cc1
1,NC(=S)NNC(=O)Nc1ccc(Cl)c(Cl)c1
4,CC1C/C(=C/c2ccccn2)C(=O)/C(=C/c2ccccn2)C1 (stereo not drawn)
-4,O=C(/C=C/c1ccc2c(c1)OCO2)c1ccco1
-12,Cc1ccc(C(=O)NCC(=O)Nc2cccc(C(F)(F)F)c2)cc1
9,COc1cc2cc(CN(CCc3ccccc3C)C(=S)NCCCN(C)C)c(=O)[nH]c2cc1OC
-5,Cc1sc2ncn(CC(=O)NCc3ccccn3)c(=O)c2c1S(=O)(=O)N1CCOCC1
1,O=C(N/N=C/c1ccccc1F)NC1CCCCC1
7,O=[N+]([O-])c1cc(-c2cnc3ccccc3n2)ccc1Oc1ccc(F)cc1
27,Cc1cc(C(=O)CSc2nnc(N)s2)c(C)n1Cc1cccs1
-6,CC(=O)c1ccc(OCCCC(=O)Nc2cccc(S(=O)(=O)N(C)C)c2)cc1
-1,O=C(OCc1csc(Nc2ccccc2)n1)c1ccc(Cl)cc1
-2,O=C(NC(=S)NCc1ccc(-c2nc3ccccc3s2)cc1)c1ccco1
-2,Cc1ccc(OCC(=O)OCC(=O)Nc2sccc2C(N)=O)cc1C
3,CC(/C=N/NC(=O)Cc1cccn1C)=C\c1ccccc1
-2,CCSc1nnc(-c2ccncc2)n1Cc1ccccc1
-8,O=C(CSCCc1ccccn1)Nc1ccc(Br)cn1
8,Nc1ccc(O)cc1C(=O)OCC(=O)c1ccc(C2CCCCC2)cc1
-7,COc1ccccc1NC(=O)c1ccc(NC(=O)c2cc3c(s2)CCC3)cc1
-6,O=C(/C=C/c1ccc2c(c1)OCO2)NCCSCc1c(Cl)cccc1Cl
-4,Cc1nc2c(C(=O)N3CCCC3)cnn2c(C)c1Cc1c(F)cccc1Cl
-6,COc1ccc(C(=O)NNC(=O)c2ccccc2[N+](=O)[O-])cc1
-6,CNS(=O)(=O)c1ccc(NC(=O)C2c3ccccc3Oc3ccccc32)cc1
1,O=S(=O)(NCC(c1ccco1)N1CCN(c2ccc(F)cc2)CC1)c1ccc2c(c1)OCCO2 (stereo not drawn)
-3,Cc1ccc(C(=O)N/C(=C\c2ccccc2)C(=O)OCc2ccccc2)cc1

Sorted by heavy-atom count (low to high): 6 of the compounds above
ARNT-TACC3 inh,compound
1,O=C(N/N=C/c1ccccc1F)NC1CCCCC1
-2,CCSc1nnc(-c2ccncc2)n1Cc1ccccc1
27,Cc1cc(C(=O)CSc2nnc(N)s2)c(C)n1Cc1cccs1
8,Nc1ccc(O)cc1C(=O)OCC(=O)c1ccc(C2CCCCC2)cc1
-4,Cc1nc2c(C(=O)N3CCCC3)cnn2c(C)c1Cc1c(F)cccc1Cl
-6,CNS(=O)(=O)c1ccc(NC(=O)C2c3ccccc3Oc3ccccc32)cc1

5 of the entries above in order of their number in ARNT-TACC3 inh, falling.
ARNT-TACC3 inh,compound
9,COc1cc2cc(CN(CCc3ccccc3C)C(=S)NCCCN(C)C)c(=O)[nH]c2cc1OC
-2,Cc1cc(NC(=O)/C(C#N)=C/c2ccc(-c3cccc(C(F)(F)F)c3)o2)n(-c2ccccc2)n1
-3,CCCCC1CCC(C(=O)Nc2ccccc2)CC1 (stereo not drawn)
-5,Cc1sc2ncn(CC(=O)NCc3ccccn3)c(=O)c2c1S(=O)(=O)N1CCOCC1
-10,Cc1ccc(-c2nsc(SCC(=O)Nc3ccc4c(c3)OCO4)n2)cc1

Following part
ARNT-TACC3 inh,compound
-5,CCOC(=O)N/N=C/c1c(C)nn(-c2cccc(C(F)(F)F)c2)c1Cl
-7,O=C(c1nn2c(C(F)(F)F)cc(-c3cccs3)nc2c1Cl)N1CCCc2ccccc21
-4,COc1ccc(C(=O)C[n+]2ccc(-c3nnc4n3CCC4)cc2)cc1
1,O=C1CSC(c2ccccn2)N1c1ccc2ccccc2c1 (stereo not drawn)
-7,CNC(=O)C(=O)Nc1c(C)cc(C)cc1C
-2,O=C1Nc2cc(C(=O)N3CCOCC3)ccc2SC1N1CCOCC1 (stereo not drawn)
-4,Cc1ccccc1Nc1nnc(SCC(=O)Nc2ncc(C(F)(F)F)cc2Cl)s1
-1,COc1cccc(NC(=O)Cn2nnc(C(=O)Nc3ccccc3)c2N)c1
1,O=C(CC(c1ccccc1O)N1CCCCC1)N1CCCCC1 (stereo not drawn)
20,O=C(O)c1ccc(NC2=C(N3CCOCC3)C(=O)c3ccccc3C2=O)cc1
-2,Cc1ccccc1NC(=O)CSc1nc(N)c2c3c(sc2n1)CSC(C)(C)C3
2,C/C(=N\NC(=O)Cc1cccc2ccccc12)c1ccncc1
-6,CCOC(=O)N1CCN(C(=S)NC(=O)c2cncc(Br)c2)CC1
83*,COc1ccccc1N(CC(=O)N/N=C/c1c(O)ccc2ccccc12)S(C)(=O)=O
-4,Cc1cc([N+](=O)[O-])cc(C)c1OCC(=O)N/N=C/c1ccc(OC(=O)c2ccccc2)cc1
3,COc1cc(NS(=O)(=O)c2ccc(NC(=S)NC(=O)c3cccs3)cc2)nc(OC)n1
-1,Cc1ccc(C)n1-c1ccc(C(=O)NCc2cccnc2)cc1
-2,CSc1ccc(/C=C/C(=O)c2ccc(O)cc2)cc1
-4,COc1ccc(C2COC(=O)C2=N)c(NC(=O)c2ccccc2)c1 (stereo not drawn)
-6,CCOC(=O)c1c(C)oc(NC(=O)COc2ccc(Cl)cc2C)c1C#N

Given as comma-separated lines: four of the compounds above.
canonical_smiles,ARNT-TACC3 inh
O=C(c1nn2c(C(F)(F)F)cc(-c3cccs3)nc2c1Cl)N1CCCc2ccccc21,-7
COc1ccc(C(=O)C[n+]2ccc(-c3nnc4n3CCC4)cc2)cc1,-4
O=C1CSC(c2ccccn2)N1c1ccc2ccccc2c1 (stereo not drawn),1
CNC(=O)C(=O)Nc1c(C)cc(C)cc1C,-7

The list continues.
ARNT-TACC3 inh,compound
1,O=C1CN(C(=O)CSc2nc(-c3ccccc3)cs2)c2ccccc2N1
-2,CSCCC(C(=O)Nc1ccc2c(c1)OCO2)N1C(=O)c2ccccc2C1=O (stereo not drawn)
-5,Cc1ccc(S(=O)(=O)C(C#N)c2nc3ccccc3nc2N2CCN(C)CC2)cc1 (stereo not drawn)
17,CN(C)c1ccc(C(=O)/C=C/c2ccco2)cc1
-9,COc1ccc(-n2c(-c3cccc(C)c3[N+](=O)[O-])n[nH]c2=S)cc1

From PubChem BioAssay
